# Compound activity as filed in PubChem BioAssay.
# TDP1 cell CPT: DT40-hTDP1 cell growth loss with CPT | chicken DT40 Tdp1-/-;hTDP1 cells + 20 nM CPT, ATP luminescence, 48 h | Potency, µM (top dose mostly 46.2 µM), inactives show at the top dose activity change, negative = growth inhibition, most hits filed as inhibitors | actives 12% (n = 420,000) | AID 686979; further: nearly all actives have a fitted effect of over 55% in size
#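 Chicken DT40 Tdp1-/- cells complemented with human TDP1, 400 cells/well, exposed to compounds plus 20 nM camptothecin for at least 48 h at 37 C; viability read as ATP content by CellTiter-Glo luminescence.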
# GCN5L2 inh: inhibitors of human GCN5L2 histone acetyltransferase; Q92830; GCN5L2 HAT assay, ThioGlo1 CoA-SH fluorescence; Potency, µM (highest dose often 58.9 µM), without a hit: at the top dose activity change, negative = inhibition, most hits filed as inhibitors; actives 0.21% (n = 390,000)
#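 qHTS, 1536-well. 20nM enzyme, pH 7.5 HEPES/EDTA/Tween-20 buffer; 15 min compound preinc., RT. Start: 75uM H3(1-25), 70uM AcCoA, 50uM ThioGlo1. Read Ex340/Em540 at t=0 (autofluorescence flag) and t=20 min.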
# FEN1 inh: blocks human flap endonuclease 1 | Recombinant FEN1 flap cleavage, fluorescence, 15 min | Potency, µM (titrated, usually from 114 µM), for the others: top-dose activity change, negative = inhibition, most hits filed as inhibitors | actives 0.35% (n = 390,000) | AID 588795; further: nearly all actives have a fitted effect of over 65% in size
# Target sequence (P39748 whole entry, looked up): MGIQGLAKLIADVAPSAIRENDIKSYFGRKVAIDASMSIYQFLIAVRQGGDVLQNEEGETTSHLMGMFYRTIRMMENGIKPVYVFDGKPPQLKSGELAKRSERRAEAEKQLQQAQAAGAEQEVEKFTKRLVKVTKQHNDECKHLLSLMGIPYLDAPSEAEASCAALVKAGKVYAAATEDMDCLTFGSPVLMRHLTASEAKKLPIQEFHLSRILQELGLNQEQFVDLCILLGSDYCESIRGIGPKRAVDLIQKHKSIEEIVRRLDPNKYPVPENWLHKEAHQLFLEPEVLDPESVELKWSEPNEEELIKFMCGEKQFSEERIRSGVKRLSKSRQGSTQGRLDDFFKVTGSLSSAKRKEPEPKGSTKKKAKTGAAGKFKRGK
#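 Compounds are tested as a concentration series against 10 nM FEN1; after a 15 min room-temperature preincubation, 50 nM substrate starts cleavage, with plate reads at 0 and 15 min. Normalized responses are fitted by a Hill equation.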
# An asterisk follows results filed as active; ? = inconclusive; . = not tested or not shown; & = joins results of further samples. The call rests on the fitted dose curve; in most records, active means well fitted curve in the direction sought with a large enough effect; inconclusive means small, poorly fitted or top-dose-only effect, or another doubt; inactive means no such curve, though single readings can be large; an effect the other way counts as inactive or inconclusive. On the % scale 0 is the no-effect control and ±100 the full control effect; potency means the concentration at half of the fitted maximal effect. Some of the compounds tested; count on the stated rates, not on these rows.
SMILES,TDP1 cell CPT,GCN5L2 inh,FEN1 inh
CC(C)CC(C(=O)Nc1ccc2c(c1)OCCO2)N1C(=O)c2ccccc2C1=O (stereo unspecified),19.0%,1.7%,-4.9%
Nc1[nH]n2c(=O)c3c(nc2c1N=Nc1ccccc1)CCCC3,?,16.0%,-17.0%
COc1ccc(C(C)C)cc1S(=O)(=O)NCC1CCCO1 (stereo unspecified),-13.2%,-8.9%,-4.1%
COc1ccc(S(=O)(=O)NCCC(=O)N2CCCC2)cc1N(C)S(C)(=O)=O,-8.6%,1.9%,-2.3%
CC1(c2nnc(Cc3ccccc3)o2)CC(c2cccc([N+](=O)[O-])c2)=NO1 (stereo unspecified),-20.3%,-22.3%,12.5%
O=C(COC(=O)c1ccc(NS(=O)(=O)c2ccc3c(c2)OCCO3)cc1)NC1CCS(=O)(=O)C1 (stereo unspecified),-18.8%,-13.3%,-2.7%
COc1cc(Cl)ccc1OCc1cc(C(=O)NCC(C)c2ccccc2)no1 (stereo unspecified),-29.9%,-12.3%,-14.7%
Nc1c(C(=O)NCc2ccccc2)nnn1Cc1cccc(Br)c1,4.61µM*,-2.2%,-9.1%
COC(=O)CN(c1cccc(OC)c1)S(C)(=O)=O,-0.2%,-2.7%,-11.3%
COCCNC(=O)c1ccc(-n2c(SCc3cccnc3)nc3ccccc3c2=O)cc1,2.5%,-2.2%,0.4%
Cc1ccc2c(CC(=O)Nc3ccc(S(=O)(=O)N4CCCCC4)cc3)coc2c1C,13µM*,-5.8%,0.2%
O=C(c1ccc2c(c1)OCO2)N1CCN(S(=O)(=O)N2CCCCC2)CC1,8.7%,1.6%,-1.9%
CCOc1ccc(N2CC(C(=O)N3CCc4ccccc4C3)CC2=O)cc1 (stereo unspecified),-5.1%,-7.5%,-4.2%
CCn1c(=O)c2cc(C(=O)NCCC(C)C)sc2c2ccccc21,-46.5%,-0.8%,-0.8%
Cc1cc2oc(C(=O)N(Cc3ccccc3F)C3CCS(=O)(=O)C3)c(C)c2cc1Cl (stereo unspecified),?,0.6%,8.1%
O=S(=O)(c1ccccc1)N1CCN(c2cccc(Cl)c2)CC1,-6.1%,-1.5%,-23.7%
CCOc1ccc(NC(=O)CN(C)C(=O)COc2cccc(CC)c2)cc1OCC,-24.3%,-8.8%,1.1%
Clc1ccccc1-c1nc(NCc2cccnc2)c2ccccc2n1,-1.6%,-4.8%,.
CCOC(=O)c1cc(C)n(CC2CCC(C(=O)Nc3cccc(Cl)c3)CC2)c1C (stereo unspecified),?,-14.3%,-16.2%
Cc1nnc(SCCc2ccccc2)[nH]c1=O,-3.8%,-1.2%,9.4%
Cc1[nH]c2ccc(C(C)C)cc2c1CC(=O)O,1.6%,2.2%,0.0%
CN(Cc1ccc(Cl)cc1Cl)C(=O)CNC(=O)c1ccc2c(c1)OCO2,-1.7%,-7.5%,-1.6%
COCCN(C(=O)Cn1nnc2ccccc21)C(C(=O)NC1CCCCC1)c1ccc(OC)cc1OC (stereo unspecified),-4.0%,5.2%,-3.9%
CC(=O)N1c2ccc(S(=O)(=O)NCC3CCC(C(=O)Nc4cccc(F)c4)CC3)cc2CC1C (stereo unspecified),3.26µM*,-8.8%,-20.5%
CCOc1ccc(NC(=O)CN(C)C(=O)c2cn3ccccc3n2)cc1OCC,-14.6%,-3.5%,1.6%

# More records:
SMILES,TDP1 cell CPT,GCN5L2 inh,FEN1 inh
COc1ccc(-n2nc(C(=O)c3cccs3)cc(-c3nc4ccccc4[nH]3)c2=N)cc1,5.8µM*,-4.7%,1.9%
O=C(CN1C(=O)c2ccccc2Sc2ncccc21)Nc1cccc(C(F)(F)F)c1,18.4µM*,-2.0%,3.8%
COc1ccc(CNC(=O)CN(Cc2ccccc2)S(=O)(=O)c2ccc(Cl)cc2)cc1,?,0.3%,-0.5%
COc1ccccc1N1CCN(C2CCCN(C(=O)c3ccsc3)C2)CC1 (stereo unspecified),?,.,3.9%
CCn1ncc(Br)c1C(=O)Nc1cc(C)cc(C)c1,?,-1.3%,1.2%
COc1ccc2nc3oc(C(=O)NCCCOC(C)C)cc3cc2c1,-7.4%,22.8%,-8.4%
CCOc1ccc(NC(=O)/C(C#N)=C/c2ccc(N3CCCC3)c(C)c2)cc1,?,-2.9%,1.5%
CC(NC(=O)CN1CCN(c2ccccc2F)CC1)c1ccccc1 (stereo unspecified),-7.3%,-1.0%,3.9%
COc1ccc(/C=C(/NC(=O)/C=C/c2ccccc2)C(=O)NCCCCCC(=O)O)cc1,-0.3%,3.5%,3.8%
Cc1cccc(OCCCCn2c(C3CC(=O)N(c4ccccc4Cl)C3)nc3ccccc32)c1 (stereo unspecified),3.66µM*,-11.8%,?
O=C(COC(=O)c1ccc([N+](=O)[O-])s1)Nc1ccccc1,?,-1.8%,-18.5%
COc1ccc(CNC(=O)Cc2csc3ccccc23)cc1OC,?,4.3%,-15.5%
CC(C)c1ccc(C(=O)NN2CCOCC2)cc1,-14.7%,-3.8%,-18.0%
CN(C)C(CNc1ccc(C(N)=O)cc1[N+](=O)[O-])c1ccccc1 (stereo unspecified),-7.3%,7.0%,-17.2%
CCCCN(CCCC)NC(=O)c1ccccc1,-0.4%,-1.9%,-0.8%
Cc1ccccc1NC(=O)CN1C(=O)N/C(=C\c2ccc(N3CCOCC3)c(F)c2)C1=O,-4.6%,?,-12.4%
CN(C)c1ccc(P(=O)(Nc2ccc([N+](=O)[O-])cc2)N2CCOCC2)c(NC(=O)c2cccs2)c1 (stereo unspecified),-22.0%,-12.3%,-9.6%
CCOc1ccc(NC(=O)CCC(=O)N/N=C/c2ccc3c(c2)OCO3)cc1,-4.9%,-6.6%,4.0%
Cc1cccc(NC(=O)CCN2CCCCC2)c1,10.4%,0.2%,3.5%
COc1ccc(NC(=O)c2ccccc2)cc1NS(=O)(=O)c1ccc(F)cc1,1.3%,-3.0%,3.0%
CCN(C(=O)CN1C(=O)S/C(=C\c2ccccc2OC)C1=O)C1CCS(=O)(=O)C1 (stereo unspecified),-4.1%,1.7%,-10.6%
CN(Cc1ccccc1)C(=O)CCC1CCN(C(=O)CC2=CCCCC2)CC1,?,-4.7%,4.6%
CCOC(=O)c1sc(NC(=O)C2C3C=CC(C3)C2C(=O)O)nc1C (stereo unspecified),-17.2%,-6.9%,4.0%
Cc1cc(NC(=O)CSc2nc3ccccc3n2CC(C)C)no1,0.7%,-5.5%,-12.4%
CC(C)c1c(C(=O)N/N=C2\CCc3ccccc32)nnn1-c1nonc1N,0.1%,-0.1%,-1.8%

# Given with two lines to a compound: part of the list above
# Each structure is followed by: TDP1 cell CPT | GCN5L2 inh | FEN1 inh
CC(NC(=O)CN1CCN(c2ccccc2F)CC1)c1ccccc1 (stereo unspecified)
→ -7.3% | -1.0% | 3.9%
COc1ccc(/C=C(/NC(=O)/C=C/c2ccccc2)C(=O)NCCCCCC(=O)O)cc1
→ -0.3% | 3.5% | 3.8%
Cc1cccc(OCCCCn2c(C3CC(=O)N(c4ccccc4Cl)C3)nc3ccccc32)c1 (stereo unspecified)
→ 3.66µM* | -11.8% | ?
O=C(COC(=O)c1ccc([N+](=O)[O-])s1)Nc1ccccc1
→ ? | -1.8% | -18.5%
COc1ccc(CNC(=O)Cc2csc3ccccc23)cc1OC
→ ? | 4.3% | -15.5%
CC(C)c1ccc(C(=O)NN2CCOCC2)cc1
→ -14.7% | -3.8% | -18.0%
CN(C)C(CNc1ccc(C(N)=O)cc1[N+](=O)[O-])c1ccccc1 (stereo unspecified)
→ -7.3% | 7.0% | -17.2%
CCCCN(CCCC)NC(=O)c1ccccc1
→ -0.4% | -1.9% | -0.8%
Cc1ccccc1NC(=O)CN1C(=O)N/C(=C\c2ccc(N3CCOCC3)c(F)c2)C1=O
→ -4.6% | ? | -12.4%
CN(C)c1ccc(P(=O)(Nc2ccc([N+](=O)[O-])cc2)N2CCOCC2)c(NC(=O)c2cccs2)c1 (stereo unspecified)
→ -22.0% | -12.3% | -9.6%
CCOc1ccc(NC(=O)CCC(=O)N/N=C/c2ccc3c(c2)OCO3)cc1
→ -4.9% | -6.6% | 4.0%
Cc1cccc(NC(=O)CCN2CCCCC2)c1
→ 10.4% | 0.2% | 3.5%
COc1ccc(NC(=O)c2ccccc2)cc1NS(=O)(=O)c1ccc(F)cc1
→ 1.3% | -3.0% | 3.0%
CCN(C(=O)CN1C(=O)S/C(=C\c2ccccc2OC)C1=O)C1CCS(=O)(=O)C1 (stereo unspecified)
→ -4.1% | 1.7% | -10.6%
CN(Cc1ccccc1)C(=O)CCC1CCN(C(=O)CC2=CCCCC2)CC1
→ ? | -4.7% | 4.6%
CCOC(=O)c1sc(NC(=O)C2C3C=CC(C3)C2C(=O)O)nc1C (stereo unspecified)
→ -17.2% | -6.9% | 4.0%
Cc1cc(NC(=O)CSc2nc3ccccc3n2CC(C)C)no1
→ 0.7% | -5.5% | -12.4%
CC(C)c1c(C(=O)N/N=C2\CCc3ccccc32)nnn1-c1nonc1N
→ 0.1% | -0.1% | -1.8%

# (listing goes on)
SMILES,TDP1 cell CPT,GCN5L2 inh,FEN1 inh
C/C(=C\c1ccco1)C1C(C#N)=C(N)Oc2n[nH]c(-c3ccc(C)cc3)c21 (stereo unspecified),16.4µM*,-2.1%,6.2%
CN(CC(=O)Nc1cccc(F)c1)C(=O)c1csc2c1CCCC2,-28.0%,-25.8%,9.2%
CC(C)c1nnc(NC(=O)CSc2nnc(-c3ccco3)o2)s1,-2.5%,2.5%,6.3%
O=S(=O)(c1ccc(-n2cnnn2)cc1)N1CCN(c2ccccc2F)CC1,-16.4%&-10.2%,-0.7%&-0.2%,-11.7%&17.9%
O=C(OCc1c(F)cccc1Cl)c1cnc(Cl)c(Cl)c1,9.9%,-0.4%,-2.0%
Cc1cc(=O)oc2cc(OCC(=O)NCCc3c[nH]c4ccc(F)cc34)ccc12,-17.7%,-0.8%,-5.5%
CCOC(=O)N1CCN(C(=O)CSC2=NS(=O)(=O)c3cc(F)ccc3N2)CC1,14.2%,-3.1%,10.0%
CN(C(=O)c1cccc(NC(=O)Cc2ccc(NC(=O)C3CCN(C(=O)c4ccccc4)CC3)cc2)c1)C1CCC1,?,.,-6.9%
CSc1nc(C)c2cc(C)oc2n1,-0.1%,-7.9%,-10.3%
Cc1ccc(OCC(=O)Nc2ccon2)c([N+](=O)[O-])c1,-0.5%,-9.5%,-15.3%
O=C(NCC1CCCO1)C1CCCN(c2ncccn2)C1 (stereo unspecified),-4.9%,-1.0%,-0.5%
COc1ccc(-c2c[n+](CC(=O)c3cccs3)c3n2CCC3)cc1,25.9µM*,0.4%,-1.4%
COC(=O)C1=NN(C(=O)c2ccc(C)cc2)C(O)(c2ccc(Cl)cc2)C1 (stereo unspecified),-10.8%,13.2%,-8.9%
CC(C)[C@H](CO)N(Cc1cccc(F)c1)c1nc(Nc2cccc(Cl)c2)c2ncn(C(C)C)c2n1,?,-11.7%,-0.5%
O=C(O)C(Cc1cc(Cl)ccc1Cl)Sc1nc2ccccc2[nH]1 (stereo unspecified),?,-4.3%,-12.7%
COc1cc(OC)cc(-n2nc(C(=O)N3CC(C)CC(C)C3)c3ccccc3c2=O)c1 (stereo unspecified),-26.1%,-1.6%,0.9%
Cc1ccccc1NC(=O)C1CCCN1C(=O)NC1CCCCC1 (stereo unspecified),0.9%,-12.2%,-6.3%
Cc1cc(=O)[nH]c2c1c(C)nn2-c1ccccc1,-13.9%,-0.7%,-2.7%
O=c1[nH]cnc2c1cnn2Cc1ccccc1Cl,-4.6%,-0.1%,4.0%
O=C(/C=C/c1ccccc1[N+](=O)[O-])NCC1CCCO1 (stereo unspecified),-3.0%,-2.0%,2.4%
COc1ccc(-c2nc(C(=O)O)cs2)cc1OC,3.3%,-10.5%,12.4%
Cc1ccc(C)c(N2CCN(C(=O)c3cn(CC(C)C)c(=O)c4c3c3ccccc3n4C)CC2)c1,?,-12.0%,-21.9%
O=C(N/N=C/c1cc([N+](=O)[O-])ccc1O)c1cccc(N2CCCC2=O)c1,14.6µM*,-9.7%,12.9%
COc1ccc(CNc2oc(-c3ccc(COc4ccc(OC)cc4)o3)nc2C#N)cc1,?,-11.9%,11.3%
CCCCOc1ccc(-c2ncc(Cl)cn2)cc1,-21.3%,-5.7%,31.9%
